SENP1 FRET inh – human SENP1 catalytic domain inhibitors, primary screen, biochemical, FRET, uHTS; Sentrin-specific protease 1 (Homo sapiens), Q9P0U3; recombinant SENP1 catalytic domain, CyPet-SUMO1-YPet FRET cleavage; inhibition, % at 10 µM; 0.21% of 360,000 active;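 active means inhibition at least 30% at 10 µM, raw YFP signal under a set limit, fluorescence ratio 0.5 to 1.5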;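 further: 0% = enzyme with DMSO and 100% = no enzyme wells; some results filed as inactive read as strong as hits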
Target sequence (Q9P0U3 419-644 limits assumed): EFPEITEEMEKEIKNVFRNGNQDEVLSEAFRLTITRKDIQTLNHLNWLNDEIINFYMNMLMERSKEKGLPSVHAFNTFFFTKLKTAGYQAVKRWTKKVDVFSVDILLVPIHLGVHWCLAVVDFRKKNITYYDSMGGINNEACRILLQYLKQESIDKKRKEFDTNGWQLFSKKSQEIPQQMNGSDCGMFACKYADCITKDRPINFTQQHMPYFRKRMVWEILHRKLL
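Test system: human SENP1 catalytic domain; medium: Tris pH 8 buffer plus EDTA, NaCl, BME, BSA, NP40, catalase; incubation: 50 min reaction at room temperature; technique: FRET, CFP and YFP emission; controls: no-enzyme low control and enzyme-plus-DMSO high control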
PfGluPho inh – PfG6PD enzyme inhibitors, primary screen, biochemical, fluorescence intensity, uHTS. inhibition, % at 20 µM. glucose-6-phosphate dehydrogenase-6-phosphogluconolactonase (Plasmodium falciparum 3D7). PfGluPho enzyme, NADPH resazurin-diaphorase fluorescence. 0.78% of 350,000 active;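 active means inhibition reaching at least a set limit at 20 µM in the primary screen, cut at about 59% in these data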;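 further: 0% = DMSO wells with substrate and 100% = DMSO wells lacking glucose-6-phosphate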
HKDC1 inh – HKDC1 hexokinase inhibitors, primary screen, biochemical, fluorescence, uHTS; Q2TB90; recombinant HKDC1, G6PDH/diaphorase resazurin coupled fluorescence; inhibition, % at 20 µM; 0.16% of 340,000 active;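 active means inhibition above about 35% when tested at 20 µM, limit read from the data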;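 further: plate controls were DMSO wells with enzyme for no effect and DMSO wells lacking enzyme for full effect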
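Material – in-house recombinant HK5 (HKDC1) enzyme · Quantity – HKDC1 at 5 µg/mL · Buffer or medium – pH 8.0 Tris buffer with 10 mM MgCl2 · Reagent – glucose with 1 mM ATP · Dosing – single 20 µM dose · Times – reaction time 90 min, room temperature, protected from light · Technique – resorufin fluorescence at 613 nm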
SENP7 inh – SENP7 protease inhibitors, primary screen, biochemical, luminescence, uHTS | Sentrin-specific protease 7 (Homo sapiens), Q9BQF6 | recombinant SENP7, Z-RLRGG-aminoluciferin luminescence, 40 min | inhibition, % at 5 µM | 1.5% of 330,000 active;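 active means inhibition above about 50% at the single test dose, limit read from the data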;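 further: plate controls were DMSO with enzyme for no effect and no enzyme buffer wells for full effect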
Target sequence (Q9BQF6 706-1050 limits assumed): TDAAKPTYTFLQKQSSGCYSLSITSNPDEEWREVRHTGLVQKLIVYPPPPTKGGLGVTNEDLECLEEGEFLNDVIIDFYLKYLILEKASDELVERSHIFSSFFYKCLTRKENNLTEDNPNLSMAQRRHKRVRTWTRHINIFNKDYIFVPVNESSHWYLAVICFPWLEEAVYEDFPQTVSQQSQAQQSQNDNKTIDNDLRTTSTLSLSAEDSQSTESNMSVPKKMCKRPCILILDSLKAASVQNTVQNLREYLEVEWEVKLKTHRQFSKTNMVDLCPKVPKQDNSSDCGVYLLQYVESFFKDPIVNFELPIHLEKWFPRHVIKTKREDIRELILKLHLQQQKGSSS
Apaf1 inhib – inhibitors of human Apaf-1 apoptosome, primary screen, biochemical, DEVD-Rh110 fluorescence, uHTS; Apoptotic protease-activating factor 1 (Homo sapiens), O14727; reconstituted apoptosome caspase-3 activity; inhibition, % at 20 µM; 0.71% of 330,000 active; active means inhibition of at least 40% at 20 µM;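 further: plate controls were DMSO wells for no effect and DEVD-CHO caspase inhibitor wells for full effect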
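Medium: Hepes buffer, pH 7.5 / System: biochemical Apaf-1 apoptosome reconstitution / Measured by: Rh110 fluorescence, excitation 480 nm, emission 540 nm / Times: compound with Apaf-1, dATP, procaspase-3 30 min, then 50 min reaction, room temperature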
SENP8 block-1 – SENP8 protease inhibitors, primary screen, biochemical, luminescence. Sentrin-specific protease 8 (Homo sapiens), Q96LD8. purified SENP8, Z-RLRGG-aminoluciferin cleavage. inhibition, % at 10 µM. 1.2% of 330,000 active. AID 2540, 2010; in the data active means inhibition above about 50%
Target sequence (Q96LD8 whole entry, looked up): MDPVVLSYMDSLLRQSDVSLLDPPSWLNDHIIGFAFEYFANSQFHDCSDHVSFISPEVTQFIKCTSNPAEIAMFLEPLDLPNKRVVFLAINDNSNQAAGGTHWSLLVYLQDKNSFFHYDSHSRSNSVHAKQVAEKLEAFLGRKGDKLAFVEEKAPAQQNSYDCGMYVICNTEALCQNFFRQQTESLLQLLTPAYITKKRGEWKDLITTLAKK
SENP6 block – SENP6 protease inhibitors, primary screen, biochemical, luminescence, uHTS; 1.8% of 330,000 active; inhibition, % at 10 µM; AID 2599, 2010; Sentrin-specific protease 6 (Homo sapiens), Q9GZR1; Recombinant SENP6 catalytic domain, aminoluciferin luminescence;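 active means inhibition above about 50% at the single tested dose, limit read from the data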;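 further: plate controls were DMSO wells with enzyme for no effect and DMSO wells lacking enzyme for full effect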
SENP8 block-2 – human SENP8 protease inhibitors, primary screen, biochemical, fluorescence, Nedd8 protein substrate, uHTS; Sentrin-specific protease 8 (Homo sapiens), Q96LD8; recombinant SENP8; inhibition, % at 20 µM; 0.64% of 360,000 active; AID 602440, 2012; in the data active means inhibition mostly above about 40%, no sharp cut-off; inactive means mostly below about 27%
Active calls of the source: *.

`N#CN=C(N)c1ccccc1` gave SENP1 FRET inh 2, PfGluPho inh -10, HKDC1 inh -14, SENP7 inh -2, Apaf1 inhib -8, SENP8 block-1 0, SENP6 block -6 and SENP8 block-2 8.
`COC(=O)c1ccc(NC(=O)COC(=O)CSc2nc(C)cc(C)n2)cc1` gave SENP1 FRET inh -1, PfGluPho inh 0, HKDC1 inh -5, SENP7 inh -4, Apaf1 inhib -14, SENP8 block-1 -1, SENP6 block -9 and SENP8 block-2 1.
`COc1ccc(NC(=O)COC(=O)CCc2ccc(S(=O)(=O)N3CCOCC3)cc2)cc1OC` gave SENP1 FRET inh 1, PfGluPho inh 9, HKDC1 inh -5, SENP7 inh 2, Apaf1 inhib -4, SENP8 block-1 1, SENP6 block -11 and SENP8 block-2 9.
For Cn1c(=O)oc2cc(S(=O)(=O)NCCN3CCCCCC3)ccc21 the results were SENP1 FRET inh -12, PfGluPho inh -3, HKDC1 inh -3, SENP7 inh -2, Apaf1 inhib 7, SENP8 block-1 -9, SENP6 block -9 and SENP8 block-2 25.
NC(=O)C1CCN(C(=O)c2ccc3c(=O)n(Cc4ccco4)c(SCc4ccc([N+](=O)[O-])cc4)nc3c2)CC1 was read as SENP1 FRET inh 4, PfGluPho inh -3, HKDC1 inh 4, SENP7 inh 6, Apaf1 inhib 17, SENP8 block-1 -7, SENP6 block 12 and SENP8 block-2 12.
For COc1ccc(OC(C)C(=O)NC2CCCCCCC2)cc1 (stereo unspecified) the results were SENP1 FRET inh 2, PfGluPho inh -12, HKDC1 inh -1, SENP7 inh 2, Apaf1 inhib 0, SENP8 block-1 6, SENP6 block 17 and SENP8 block-2 2.
`Clc1ccc(-c2nc3ccccc3n2OCc2ccccc2)cc1` gave SENP1 FRET inh 1, PfGluPho inh 33, HKDC1 inh 0, SENP7 inh 0, Apaf1 inhib 9, SENP8 block-1 1, SENP6 block -10 and SENP8 block-2 11.
`CCn1nccc1C(=O)Nc1ccc(S(=O)(=O)NC23CC4CC(CC(C4)C2)C3)cc1` gave SENP1 FRET inh 1, PfGluPho inh 32, HKDC1 inh 0, SENP7 inh -4, Apaf1 inhib 21, SENP8 block-1 4, SENP6 block 1 and SENP8 block-2 12.
`CCC(CC)C(=O)Nc1cccc(C(=O)c2ccccc2)c1` gave SENP1 FRET inh 2, PfGluPho inh -3, HKDC1 inh -4, SENP7 inh 5, Apaf1 inhib 12, SENP8 block-1 5, SENP6 block 19 and SENP8 block-2 15.
For CC(C)n1c(/C=C/c2ccccc2)nc2ccccc21 the results were SENP1 FRET inh 1, PfGluPho inh 28, HKDC1 inh -6, SENP7 inh 12, Apaf1 inhib 3, SENP8 block-1 3, SENP6 block 2 and SENP8 block-2 -398.
O=C(N1CCCCC1)C12CC3CC(C1)CC(C(=O)N1CCCCC1)(C3)C2 was read as SENP1 FRET inh 1, PfGluPho inh -11, HKDC1 inh 0, SENP7 inh -1, Apaf1 inhib -23, SENP8 block-1 3, SENP6 block 7 and SENP8 block-2 22.
Screening CCNC(=O)Nc1ccc(OC)cc1OC returned SENP1 FRET inh 1, PfGluPho inh -15, HKDC1 inh 3, SENP7 inh 2, Apaf1 inhib -4, SENP8 block-1 3, SENP6 block -5 and SENP8 block-2 6.
For Cc1cccc(-n2c(Cc3cc(=O)[nH]c(=O)[nH]3)nnc2SC(C)C)c1 the results were SENP1 FRET inh 7, PfGluPho inh 12, HKDC1 inh -6, SENP7 inh 3, Apaf1 inhib -6, SENP8 block-1 9, SENP6 block 4 and SENP8 block-2 5.
`O=c1[nH]c(O)c(/C=C2\C=Nc3ccc(Br)cc32)[nH]1` gave SENP1 FRET inh -5, PfGluPho inh 17, HKDC1 inh -4, SENP7 inh -1, Apaf1 inhib 14, SENP8 block-1 -2, SENP6 block -15 and SENP8 block-2 -32.
`Cc1ccc(S(=O)(=O)NCC(=O)OC(C)C(=O)NCc2ccc3c(c2)OCO3)cc1` (stereo unspecified) gave SENP1 FRET inh 4, PfGluPho inh -1, HKDC1 inh -5 and SENP8 block-2 3.
`Cc1cc(C)c(OCC(=O)Nc2ccccn2)c([N+](=O)[O-])c1` gave SENP1 FRET inh 1, PfGluPho inh 0, HKDC1 inh -4, SENP7 inh -7, Apaf1 inhib 4, SENP8 block-1 -14, SENP6 block -14 and SENP8 block-2 1.
Cc1ccc2nc(-c3ccc(NS(=O)(=O)c4ccccc4)cc3)sc2c1 was read as SENP1 FRET inh -79, PfGluPho inh -4, HKDC1 inh 9, SENP7 inh 3, Apaf1 inhib 5, SENP8 block-1 -2, SENP6 block -37 and SENP8 block-2 -403.
For COc1ccc(Cl)cc1C(=O)O/N=C(\N)c1ccc(Cl)cc1 the results were SENP1 FRET inh 5, PfGluPho inh 3, HKDC1 inh 7, SENP7 inh 8, Apaf1 inhib 4, SENP8 block-1 -13, SENP6 block -11 and SENP8 block-2 2.
CCCCCn1c(=O)[nH]c2cc(C(=O)N3CCN(C(=O)OCC)CC3)ccc2c1=O was read as SENP1 FRET inh 0, PfGluPho inh 3, HKDC1 inh -8, SENP7 inh -2, Apaf1 inhib 10, SENP8 block-1 1, SENP6 block -11 and SENP8 block-2 -1.
Screening CCOc1ccc(CCNS(=O)(=O)c2cn(C)cn2)cc1OCC returned SENP1 FRET inh 2, PfGluPho inh 0, HKDC1 inh -4, SENP7 inh 21, Apaf1 inhib 8, SENP8 block-1 -1, SENP6 block 5 and SENP8 block-2 18.
Screening CC(NC(=O)c1ccc(C23CC4CC(CC(C4)C2)C3)cc1)C(=O)O (stereo unspecified) returned SENP1 FRET inh 2, PfGluPho inh -30, HKDC1 inh -4, SENP7 inh -3, Apaf1 inhib 0, SENP8 block-1 -3, SENP6 block 5 and SENP8 block-2 13.
CCOC(=O)/C(C#N)=C1\C(=O)N(Cc2ccccc2)c2ccccc21 was read as SENP1 FRET inh -1, PfGluPho inh 30, HKDC1 inh 13, SENP7 inh 6, Apaf1 inhib 6, SENP8 block-1 -3, SENP6 block -2 and SENP8 block-2 24.
`O=C(O)CC12CC3CC(C1)CC(n1ncc(NCC4CCCO4)c(Cl)c1=O)(C3)C2` (stereo unspecified) gave SENP1 FRET inh 0, PfGluPho inh -13, HKDC1 inh -6, SENP7 inh 5, Apaf1 inhib -10, SENP8 block-1 8, SENP6 block 4 and SENP8 block-2 11.
Screening CCCCn1nnnc1SCC(=O)Nc1ccc2c(c1)OCO2 returned SENP1 FRET inh -2, PfGluPho inh -9, HKDC1 inh 3, SENP7 inh 1, Apaf1 inhib -5, SENP8 block-1 -6, SENP6 block -1 and SENP8 block-2 12.
`O=C(NC1CCSc2ccccc21)c1cc(S(=O)(=O)N2CCOCC2)ccc1F` (stereo unspecified) gave SENP1 FRET inh -2, PfGluPho inh 3, HKDC1 inh -9, SENP7 inh -6, Apaf1 inhib 8, SENP8 block-1 1, SENP6 block -11 and SENP8 block-2 0.
`CON(C)c1nc(NCC(C)C)nc(OCC#N)n1` gave SENP1 FRET inh 2, PfGluPho inh -5, HKDC1 inh -2, SENP7 inh -9, Apaf1 inhib 7, SENP8 block-1 -4, SENP6 block -15 and SENP8 block-2 25.
S=c1[nH]nc2ccccn12 was read as SENP1 FRET inh 2, PfGluPho inh 25, HKDC1 inh -7 and SENP8 block-2 -168.
`COc1nccc(-c2ccc(F)cc2)c1C#N` gave SENP1 FRET inh 0, PfGluPho inh -19, HKDC1 inh 13, SENP7 inh -6, Apaf1 inhib -1, SENP8 block-1 3, SENP6 block -1 and SENP8 block-2 6.
`CC[C@@H](C)[C@H](NS(=O)(=O)c1ccc(C)cc1)C(=O)N1CCC(C(=O)NCC(=O)O)CC1` gave SENP1 FRET inh 2, PfGluPho inh -4, HKDC1 inh -4, SENP7 inh -4, Apaf1 inhib -4, SENP8 block-1 -7, SENP6 block -3 and SENP8 block-2 30.
For CCCCCN1CC(=O)N2C(C)c3[nH]c4ccccc4c3C[C@H]2C1=O (stereo partly specified) the results were SENP1 FRET inh -10, PfGluPho inh -8, HKDC1 inh 0, SENP7 inh 2, Apaf1 inhib 19, SENP8 block-1 1, SENP6 block -8 and SENP8 block-2 -1.
Screening CC1=[N+](C)N(c2ccccc2)C(=O)C1N=Cc1ccc(Cl)cc1 (stereo unspecified) returned SENP1 FRET inh 0, PfGluPho inh -20, HKDC1 inh 4, SENP7 inh 4, Apaf1 inhib 1, SENP8 block-1 -3, SENP6 block 8 and SENP8 block-2 3.
C=CCOC(=O)C1=C(C)NC(=O)NC1c1ccc(O)cc1 (stereo unspecified) was read as SENP1 FRET inh 1, PfGluPho inh -5, HKDC1 inh 0, SENP7 inh -2, Apaf1 inhib 3, SENP8 block-1 8, SENP6 block 1 and SENP8 block-2 8.
For Cc1noc(C)c1C(=O)Nc1nc(C23CC4CC(CC(C4)C2)C3)cs1 the results were SENP1 FRET inh 4, PfGluPho inh 22, HKDC1 inh 0, SENP7 inh -15, Apaf1 inhib 36, SENP8 block-1 -16, SENP6 block -24 and SENP8 block-2 -1.
`COc1ccc(C(=O)Nc2cccc(/C=C(/CCC(=O)O)c3nc4ccccc4s3)c2)cc1` gave SENP1 FRET inh -13, PfGluPho inh -17, HKDC1 inh 3 and SENP8 block-2 -456.
For O=C(NCc1ccc(OC(F)(F)F)cc1)c1cccc2c1C(=O)c1ccc(N3CCC(Cc4ccccc4)CC3)cc1S2(=O)=O the results were SENP1 FRET inh -29, PfGluPho inh 12, HKDC1 inh -1, SENP7 inh 2, Apaf1 inhib 22, SENP8 block-1 2, SENP6 block 15 and SENP8 block-2 -51.
Screening Cc1ccc(OCC(=O)Nc2ccc(NC(=O)c3ccco3)cc2)c(C)c1 returned SENP1 FRET inh -2, PfGluPho inh 4, HKDC1 inh -4, SENP7 inh 3, Apaf1 inhib 4, SENP8 block-1 -3, SENP6 block -16 and SENP8 block-2 3.
Screening CC1(NC(=O)Cc2c(F)cccc2Cl)CCS(=O)(=O)C1 (stereo unspecified) returned SENP1 FRET inh 2, PfGluPho inh 11, HKDC1 inh 1, SENP7 inh 14, Apaf1 inhib -7, SENP8 block-1 -3, SENP6 block 0 and SENP8 block-2 6.
`O=C(NC1CCCC1)c1ccc(Br)c(S(=O)(=O)N2CCCCC2)c1` gave SENP1 FRET inh 1, PfGluPho inh -1, HKDC1 inh -6, SENP7 inh -4, Apaf1 inhib 8, SENP8 block-1 -2, SENP6 block -25 and SENP8 block-2 9.
Screening Cc1ccccc1OCC(=O)Nc1ccc2c(c1)COC2=O returned SENP1 FRET inh 0, PfGluPho inh 0, HKDC1 inh -1, SENP7 inh -2, Apaf1 inhib 11, SENP8 block-1 -9, SENP6 block -11 and SENP8 block-2 8.

Reprinted from the listing, two compounds:
Screening Cc1ccc(OCC(=O)Nc2ccc(NC(=O)c3ccco3)cc2)c(C)c1 returned SENP1 FRET inh -2, PfGluPho inh 4, HKDC1 inh -4, SENP7 inh 3, Apaf1 inhib 4, SENP8 block-1 -3, SENP6 block -16 and SENP8 block-2 3.
Screening CC1(NC(=O)Cc2c(F)cccc2Cl)CCS(=O)(=O)C1 (stereo unspecified) returned SENP1 FRET inh 2, PfGluPho inh 11, HKDC1 inh 1, SENP7 inh 14, Apaf1 inhib -7, SENP8 block-1 -3, SENP6 block 0 and SENP8 block-2 6.

Compound activity (PubChem)

No enrichment for hits. About 3.6% of those tested had a hit in this group.
